Screening data: PubChem, National Center for Advancing Translational Sciences (NCATS)
Cycloheximide cs: affects cycloheximide protein synthesis inhibition readout, counter-screen; max response, %; cell reporter, cycloheximide protein synthesis inhibition counterscreen; 300,000 tested, 12% active; in the data active = max response mostly above about 13%, no sharp cut-off; inactive = mostly below about 14%; note: read at 38.3 µM for the half of the compounds with a filed dose; 0% is about no effect
AmpC inh detg: blocks E. coli AmpC beta-lactamase in detergent assay | P00811 | 370,000 tested, 0.041% active | Potency, µM (titrated, usually from 114 µM), for the others: top-dose activity change, negative = inhibition, most hits filed as inhibitors | AID 485294 | AmpC hydrolysis of nitrocefin, absorbance 480 nm, 0.01% Triton;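 note: potency is the fitted concentration of half-maximal effect; 0% = no-compound wells and -100% = no-enzyme wells; nearly all actives have a fitted effect of over 25% in size; some results filed as inactive show a strong effect at the top dose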
Target sequence (P00811 whole entry, looked up): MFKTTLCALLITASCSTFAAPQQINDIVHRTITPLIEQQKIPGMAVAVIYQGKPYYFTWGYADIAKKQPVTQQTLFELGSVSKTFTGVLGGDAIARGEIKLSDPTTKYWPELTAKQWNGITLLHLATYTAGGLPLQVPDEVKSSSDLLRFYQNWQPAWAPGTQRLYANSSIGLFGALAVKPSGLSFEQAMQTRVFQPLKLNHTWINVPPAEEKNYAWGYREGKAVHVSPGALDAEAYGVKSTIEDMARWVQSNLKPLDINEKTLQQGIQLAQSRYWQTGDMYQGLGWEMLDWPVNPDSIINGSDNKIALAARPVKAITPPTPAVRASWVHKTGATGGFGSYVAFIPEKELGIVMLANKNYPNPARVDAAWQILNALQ
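AmpC (5.3 nM in the dispensed reagent) in 20 mM phosphate pH 7.0 with 0.01% (detergent screen) or 0.0001% Triton X-100 was preincubated with compounds for 15 min at room temperature. Nitrocefin was then added from an 800 uM solution, and hydrolysis was followed at 480 nm.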
FBPA Giardia inh: blocks Giardia fructose-bisphosphate aldolase activity; AID 2451; A8B2U2; Potency, µM (top dose mostly 59.6 µM), for the others: at the highest dose activity, negative = inhibition, most hits filed as inhibitors; purified Giardia FBPA; 290,000 tested, 0.71% active; note: potency is the fitted concentration of half-maximal effect; % is set by controls: 0 for no effect and ±100 for the full control effect; nearly all actives have a fitted effect of over 55% in size
Target sequence (A8B2U2 whole entry, looked up): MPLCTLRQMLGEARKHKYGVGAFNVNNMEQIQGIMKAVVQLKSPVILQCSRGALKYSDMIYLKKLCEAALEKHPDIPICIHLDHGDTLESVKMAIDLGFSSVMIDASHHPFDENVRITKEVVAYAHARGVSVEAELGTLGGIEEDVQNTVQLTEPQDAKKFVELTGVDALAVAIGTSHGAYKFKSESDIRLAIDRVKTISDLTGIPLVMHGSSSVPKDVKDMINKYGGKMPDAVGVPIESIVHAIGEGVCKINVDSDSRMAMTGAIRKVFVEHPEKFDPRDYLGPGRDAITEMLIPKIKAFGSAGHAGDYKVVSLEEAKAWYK
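Giardia FBPA (40 nM reagent) was preincubated 10 min at RT with compound (up to 57.5 uM final), then substrate plus GAPDH/TPI/NAD/arsenate coupling system with diaphorase/resazurin was added; resorufin fluorescence (525/598 nm) was read after 20 min.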
AmpC inh no detg: blocks E. coli AmpC beta-lactamase in detergent-free assay | AmpC nitrocefin hydrolysis, absorbance 480 nm, 0.0001% Triton | Potency, µM (highest dose often 57.1 µM), for inactives: top-dose activity change, negative = inhibition, usual class: inhibitors | AID 485341 | P00811 | 330,000 tested, 0.52% active;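 note: potency is the fitted concentration of half-maximal effect; plate controls were no compound for no effect and no enzyme for full effect; nearly all actives have a fitted effect of over 20% in size; some results filed as inactive show a strong effect at the top dose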
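AmpC (5.3 nM in the dispensed reagent) in 20 mM phosphate pH 7.0 with 0.01% (detergent screen) or 0.0001% Triton X-100 was preincubated with compounds for 15 min at room temperature. Nitrocefin was then added from an 800 uM solution, and hydrolysis was followed at 480 nm.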
HCMV antiviral: blocks human cytomegalovirus replication. 410,000 tested, 4.5% active. activity change, negative = inhibition, % at 57.5 µM. HFF cells, HCMV-luciferase reporter, 72 h; active compounds read low; in the data active = activity change below about -60%; inconclusive = no clear call, values can overlap the other calls; inactive = above about -39%; note: % is set by controls: 0 for no effect and ±100 for the full control effect
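Inhibition of viral replication was scored as loss of reporter luminescence in HFFs infected with HCMV-luciferase (MOI 1 PFU/cell) for 72 h; compounds tested at 2 doses, normalized to buffer and Salinomycin controls.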
AMA1-RON2 inh: AMA1-RON2 (P. falciparum) interaction inhibition | AlphaScreen AMA1-biotinylated RON2 peptide binding | Potency, µM (highest dose often 58.2 µM), for inactives: at the highest dose activity change, negative = inhibition, hits mostly inhibitors | 360,000 tested, 0.2% active | AID 720542;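 note: potency is the fitted concentration of half-maximal effect; 0% = vehicle wells and -100% = peptide control; nearly all actives have a fitted effect of over 45% in size; some results filed as inactive show a strong effect at the top dose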
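AMA1 (3D7) with his tag at 25 nM final met compounds first, then biotinylated RON2 peptide at 25 nM; detection used donor plus acceptor beads, 10 µg/mL apiece, read by AlphaScreen after 30 min at room temperature.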
Shiga toxin inh: inhibitors of Shiga toxin in Vero cells; Vero cells, Shiga toxin protein synthesis inhibition reporter; inhibition, % at 38.7 µM; 290,000 tested, 9.2% active; in the data active = inhibition mostly above about 28%, no sharp cut-off; inactive = mostly below about 43%; note: 0% is about no effect
The depositor's hits bear a star; ? = inconclusive; . = no result given; [ ] = another dose, or the depositor's remark. Unless noted, calls come from the whole dose curve; as a rule, active = well fitted curve in the direction sought with a large enough effect; inconclusive = small, poorly fitted or top-dose-only effect, or another doubt; inactive = no such curve, though single readings can be large; an effect the other way counts as inactive or inconclusive. Compounds were not picked by outcome. Share with any hit: about 16%.

molecule	Cycloheximide cs	AmpC inh detg	FBPA Giardia inh	AmpC inh no detg	HCMV antiviral	AMA1-RON2 inh	Shiga toxin inh
Cc1nc([N+](=O)[O-])cn1C(C)C	-1	-2%	7%	19%	-6	-20%	-13
CCOC(=O)C1=C(C)N(Cc2ccc(C(=O)O)cc2)C(=O)NC1c1ccc([N+](=O)[O-])cc1 (stereo not given)	-3	-1%	8%	-22%	-8	-5%	-13
CCn1cc(C(=O)NCc2ccccn2)c(=O)c2cc(F)c(N3CCN(C)CC3)cc21	-7	11%	11%	2%	-16	11%	-18
CC(CN1CCN(C)CC1)OC(=O)c1ccc(Cl)cc1Cl (stereo not given)	21	12%	10%	.	-13	8%	22
NS(=O)(=O)c1ccc(NC(=S)NNC(=O)c2ccc(Br)o2)cc1	15*	4%	.	-24%	-8	124%[activator]	35
CC(C)CNC(C(=O)Nc1ccc([N+](=O)[O-])cc1Br)c1ccccc1 (stereo not given)	3	-5%	?	-29%	?	-2%	18
O=C1/C(=C\Nc2ccc(Cl)cc2)CCN1c1ncccn1	23*	-2%	-29%	-49%	38	1%	89*
COc1ccc(/C(C)=N\NC(=O)c2ccc3c(c2)OCO3)cc1OC	39*	5%	4%	-8%	?	.	49
COc1cc(OC)cc(-c2c(-c3cccs3)c3cc(-c4ccc5[nH]ccc5c4)ccc3n2C)c1	.	0%	.	-24%	-9	-3%	.
NS(=O)(=O)c1cc(C(=O)O)cc(N2CCCC2)c1Oc1ccccc1	.	-1%	-1%[21.7 µM]	-14%	14	-12%	.
O=C(NCc1ccc(F)cc1)c1ccc(CS(=O)Cc2ccccc2Cl)o1 (stereo not given)	-3	3%	.	43%	-30	1%	16
Cc1ccc(SCCNS(C)(=O)=O)cc1	4	2%	1%	8%	48	-2%	14
Cc1ccc(S(=O)(=O)CCC(=O)OCC(=O)NCC(=O)Nc2cccc(C)c2C)cc1	-1	4%	.	2%	2	-11%	-5
Cc1cccc(NC(=O)CNC(=O)COc2cccnc2[N+](=O)[O-])c1C	.	3%	.	-18%	0	9%	.
CN1CCCN(C(=O)c2ccccc2Cl)CC1	-4	-2%	6%	-3%	16	15%	-2

Other structures:
molecule	Cycloheximide cs	AmpC inh detg	FBPA Giardia inh	AmpC inh no detg	HCMV antiviral	AMA1-RON2 inh	Shiga toxin inh
O=C(CSc1nc(O)c(Cc2ccccc2)c(=O)[nH]1)N1CCOCC1	-2	0%	-4%	-19%	2	8%	-4
COCCN(CC(=O)Nc1cccc(C)c1C)C(=O)c1ccc(-n2cccn2)cc1	.	2%	.	-3%	-39	-3%	.
O=C1C2CCCN2C(c2cccc(F)c2)N1c1cccc(Cl)c1 (stereo not given)	-4	-19%	1%	9%	?	1%	-18
COc1cc(NS(=O)(=O)c2ccc(N)cc2)nc(OC)n1	-3	-8%	0%	-43%	35	2%	6
CCOC(=O)c1c(C)c(-c2ccccc2)n(CC(=O)NCCCN(CC)CC)c1C	-6	0%	0%	77%[activator]	-34	1%	-6
NS(=O)(=O)c1ccc(CNC(=O)c2cc(-c3cccnc3)nc3ccc(Cl)cc23)cc1	5	-5%	.	-8%	5	-4%	-11
O=C(COC(=O)c1ccc2c(=O)n3c(nc2c1)CCC3)Nc1ccccc1F	4	-3%	0%	-7%	35	-6%	8
Cc1nc2sc3c(c2c(=O)o1)CCCC3	-4	?	-18%	-17%	8	14%	23
COc1ccccc1C(=O)N/N=C(\C)CC(=O)Nc1ccc(Cl)cn1	37*	0%	-1%	33%	35	12%	50*
O=C(O)CC1(CC(=O)Nc2cccc(C(F)(F)F)c2)CCCC1	7	1%	2%	-13%	0	-21%	-8
Cc1cc(C)cc(Nc2ncc3c(n2)CCCC3=O)c1	17*	-4%	-1%	-10%	29	6%	23
CSc1nsc(SCC(=O)Nc2nc3ccccc3s2)n1	30*	-9%	8%	-43%	11	-12%	67*
CC(=Nc1cccc(O)c1)c1sc2ccccc2c1O	55*	?	-7%	-27%	122	-4%	111*
O=C1OCc2ccc(NS(=O)(=O)c3ccc(C(F)(F)F)cc3)cc21	4	0%	7%	-34%	10	3%	21
CN(C)CCCN(C(=O)CCS(=O)(=O)c1ccccc1)c1nc2cc3c(cc2s1)OCO3	9.9*	-4%	.	56%	-113*	-19%	17

Continued.
molecule	Cycloheximide cs	AmpC inh detg	FBPA Giardia inh	AmpC inh no detg	HCMV antiviral	AMA1-RON2 inh	Shiga toxin inh
CC(=O)c1cccc(N2C(=O)CC(N3CCN(S(=O)(=O)c4ccc(Cl)cc4)CC3)C2=O)c1 (stereo not given)	.	?	.	-4%	-10	5%	.
Cc1cc(Cl)ccc1NC(=O)c1ccc2c(c1)CCN2S(C)(=O)=O	10	?	-3%	-10%	?	-4%	3
CN(Cc1ccco1)C(=O)c1cc2c(s1)-c1ccc(Cl)cc1S(=O)(=O)C2	17	3%	-3%	-10%	-17	-3%	4
O=C(c1ccco1)N(CC1CCCO1)c1nc(-c2ccccc2)cs1 (stereo not given)	1	?	-3%	9%	-101*	-13%	-4
COc1ccc(C(=O)NC2=C(C#N)CCC2)cc1OC	-1	?	-5%	-13%	31	-2%	-4
COc1cc(/C=C/C(=O)N2CCCC2)cc(OC)c1OC	-3	-7%	5%	-18%	-17	14%	-6
Cn1cnc(S(=O)(=O)N2CCc3ccccc32)c1	-2	?	3%	-14%	17	-2%	3
O=C1CC(c2ccccc2Cl)c2c(sc3c(=O)[nH]c(CCl)nc23)N1 (stereo not given)	-1	-3%	-10%	-52%	.	.	-1
CCOC(=O)c1ccc(-c2cccc(C(F)(F)F)c2)nc1C	17*	4%	-11%	-13%	-21	36%[activator]	37
CCOC(=O)CSc1ccc2ccccc2n1	4	-4%	-10%	-10%	?	20%	19
CCOC(=O)Cc1csc(NC(=O)CN2CCN(CC)CC2)n1	-4	2%	?	-1%	110	21%	-4
CCN(CC)c1nc2ccccc2c(N)c1-c1ccccc1	-4	6%	.	2%	52	-18%	29
COc1cccc2[nH]c(C(=O)NCc3ccccc3)cc12	-2	-4%	5%	-46%	-24	-2%	-5
COc1ccc(CC2(CO)CCN(Cc3cnn(C)c3)CC2)cc1	-2	5%	-4%	-21%	-18	-5%	-4
Cc1cccc(C)c1Nc1ncnc(N)c1[N+](=O)[O-]	-5	-9%	5%	-18%	-23	0%	3

Ordered by molar mass (rising): 11 of the compounds above
molecule	Cycloheximide cs	AmpC inh detg	FBPA Giardia inh	AmpC inh no detg	HCMV antiviral	AMA1-RON2 inh	Shiga toxin inh
Cc1ccc(SCCNS(C)(=O)=O)cc1	4	2%	1%	8%	48	-2%	14
CCOC(=O)CSc1ccc2ccccc2n1	4	-4%	-10%	-10%	?	20%	19
O=C1/C(=C\Nc2ccc(Cl)cc2)CCN1c1ncccn1	23*	-2%	-29%	-49%	38	1%	89*
CCOC(=O)Cc1csc(NC(=O)CN2CCN(CC)CC2)n1	-4	2%	?	-1%	110	21%	-4
O=C(c1ccco1)N(CC1CCCO1)c1nc(-c2ccccc2)cs1 (stereo not given)	1	?	-3%	9%	-101*	-13%	-4
O=C1OCc2ccc(NS(=O)(=O)c3ccc(C(F)(F)F)cc3)cc21	4	0%	7%	-34%	10	3%	21
O=C(CSc1nc(O)c(Cc2ccccc2)c(=O)[nH]1)N1CCOCC1	-2	0%	-4%	-19%	2	8%	-4
Cc1cc(Cl)ccc1NC(=O)c1ccc2c(c1)CCN2S(C)(=O)=O	10	?	-3%	-10%	?	-4%	3
CC(C)CNC(C(=O)Nc1ccc([N+](=O)[O-])cc1Br)c1ccccc1 (stereo not given)	3	-5%	?	-29%	?	-2%	18
CCOC(=O)C1=C(C)N(Cc2ccc(C(=O)O)cc2)C(=O)NC1c1ccc([N+](=O)[O-])cc1 (stereo not given)	-3	-1%	8%	-22%	-8	-5%	-13
Cc1ccc(S(=O)(=O)CCC(=O)OCC(=O)NCC(=O)Nc2cccc(C)c2C)cc1	-1	4%	.	2%	2	-11%	-5

(continued)
molecule	Cycloheximide cs	AmpC inh detg	FBPA Giardia inh	AmpC inh no detg	HCMV antiviral	AMA1-RON2 inh	Shiga toxin inh
Cc1ccc(C(=O)Nc2ccc(N3CCOCC3)cc2)cc1S(=O)(=O)N1CCCCC1	.	5%	.	0%	-27	-17%	.
CCC(Cc1ccccc1)NS(=O)(=O)c1ccc2c(c1)NC(=O)CO2 (stereo not given)	-9	0%	.	-35%	-31	-10%	-9
CCc1cccc2c(C(=O)COC(=O)c3ccccc3)c[nH]c12	21*	?	-1%	-31%	-9	-7%	76*
COc1ccc(C(=O)Nc2nnc(SCC(=O)NC3CC3)s2)cc1	39*	7%	-3%	-3%	94	-11%	51*
CCN(c1ccccc1)S(=O)(=O)c1ccc(Cl)c(C(=O)NCc2ccco2)c1	.	0%	.	-3%	?	0%	.
CCCn1cc(SCC(=O)NC2CCCC2)c2ccccc21	13	-4%	6%	14%	-28	-10%	19
O=C1CS/C(=N\N=C\c2ccco2)N1c1ccccc1	15*	2%	-5%	-48%	48	2%	45
CN(C(=O)CSc1nnc(-c2ccco2)n1N)C1CCCCC1	12	8%	4%	-33%	14	-2%	-2
CCN(CC)CC(O)COC(c1ccccc1)c1ccccc1 (stereo not given)	-2	9%	-1%	12%	-4	-1%	-3
COc1ccccc1C(=O)NCCC(=O)NCC(c1ccco1)N1CCCC1 (stereo not given)	.	?	.	-9%	-30	-4%[11.6 µM]	.
CCOC(=O)C(Cc1ccc(NC(=O)/C(=C/c2ccc(OC(C)=O)cc2)NC(C)=O)cc1)N1C(=O)c2ccccc2C1=O (stereo not given)	1	1%	1%	146%[activator]	31	6%	-14
O=C(NCCc1ccccc1)c1ccccc1F	35*	6%	3%	-15%	25	-20%	109*
CC(C)c1ccc(N(CC(=O)NCCc2ccccc2)C(=O)c2csnn2)cc1	-3	-2%	-4%	2%	-9	2%	-3
C=C1CCN(C(C)C(=O)OCc2ccc(C)cc2)S(=O)(=O)c2ccccc21 (stereo not given)	-1	.	-1%	.	.	.	9
CS(=O)(=O)N1Cc2ccccc2CC1C(=O)Nc1ccccc1C(N)=O (stereo not given)	10	2%	-7%	-6%	-3	30%[activator]	47
Cc1ccc([C@@H]2CC=C(C(=O)O)[C@H](c3ccc(F)cc3)N2S(=O)(=O)c2ccccc2C)cc1	.	.	.	-6%	-17	-5%	.
C=CCn1c(NC(=O)CC)c(C(=O)OCC)sc1=S	11	?	-6%	-13%	31	3%	-10
Cc1ccc(NC(=O)O/N=C/c2ccc(Br)cc2)cc1	11*	3%	3%	-21%	?	7%	37
